Screening data as filed in PubChem BioAssay.
PREPL inhibitor = human PREPL enzyme inhibition; hit rate 0.68% among 320,000; inhibition, % at 5.96 µM; AID 2751; Q4J6C6; recombinant PREPL, fluorescence polarization activity-based probe; in the data active = inhibition above about 43%;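 also: 0% = enzyme with DMSO and 100% = wells lacking enzyme; many of its hits are not listed in these tables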
LYPLA2 inh = blocks human lysophospholipase 2, a PME1 counter-screen; hit rate 0.38% among 320,000; recombinant LYPLA2, FP-Rh probe fluorescence polarization; inhibition, % at 5.9 µM; O95372; AID 2177;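 active = inhibition above the screen-wide mean plus 3 SD, limit set per campaign, cut at about 26% in these data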;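 also: 0% = LYPLA2 with DMSO and 100% = wells lacking LYPLA2 enzyme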
PME-1 inh = PME-1 (human) inhibition; recombinant PME-1, FP-Rh probe fluorescence polarization; hit rate 0.53% among 320,000; Q9Y570; inhibition, % at 5.9 µM;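 active = inhibition above the campaign mean of all compounds plus 3 SD, cut at about 26% in these data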;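 also: competitive labeling of PME-1 active site by serine hydrolase directed probe; 0% = PME-1 with DMSO and 100% = wells lacking PME-1 enzyme; inhibitors block probe labeling so polarization falls and inhibition rises; many of its hits are not listed in these tables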
PAFAH1B2 FP inh = PAFAH1B2 (human) inhibition | hit rate 1.2% among 340,000 | P68402 | inhibition, % at 3.39 µM | recombinant PAFAH1B2, FP-rhodamine activity probe, fluorescence polarization;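 active = inhibition above the mean of all tested compounds plus 3 SD, cut at about 24% in these data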;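 also: 0% = enzyme with DMSO and 100% = wells lacking PAFAH1B2; many of its hits are not listed in these tables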
LYPLA1 inh = counter-screen for PME1 inhibitors: inhibitors of human LYPLA1; O75608; recombinant LYPLA1, FP-Rh probe fluorescence polarization; inhibition, % at 5.9 µM; hit rate 0.16% among 320,000; AID 2174;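 active = inhibition above the mean of all tested compounds plus 3 SD, set per campaign, cut at about 14% in these data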;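 also: inhibitors block serine hydrolase probe labeling of LYPLA1 so polarization falls; 0% = enzyme with DMSO and 100% = wells lacking LYPLA1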
Target sequence (O75608 whole entry, looked up): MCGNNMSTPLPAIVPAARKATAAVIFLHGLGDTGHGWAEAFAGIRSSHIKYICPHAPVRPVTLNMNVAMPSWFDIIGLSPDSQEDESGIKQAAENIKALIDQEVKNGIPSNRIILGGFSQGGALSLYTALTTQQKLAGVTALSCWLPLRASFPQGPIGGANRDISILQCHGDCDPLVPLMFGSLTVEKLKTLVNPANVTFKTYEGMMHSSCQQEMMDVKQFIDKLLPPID
pPAFAH inh = pPAFAH (human) enzyme inhibition | Q13093 | recombinant pPAFAH, FP-rhodamine probe fluorescence polarization | inhibition, % at 3.39 µM | hit rate 1.5% among 330,000 | AID 463082;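 active = inhibition above the mean inhibition across the screen plus 3 SD, cut at about 25% in these data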;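 also: inhibitors block binding of the rhodamine activity-based probe so polarization drops; 0% = enzyme with DMSO and 100% = wells lacking pPAFAH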
Target sequence (Q13093 whole entry, looked up): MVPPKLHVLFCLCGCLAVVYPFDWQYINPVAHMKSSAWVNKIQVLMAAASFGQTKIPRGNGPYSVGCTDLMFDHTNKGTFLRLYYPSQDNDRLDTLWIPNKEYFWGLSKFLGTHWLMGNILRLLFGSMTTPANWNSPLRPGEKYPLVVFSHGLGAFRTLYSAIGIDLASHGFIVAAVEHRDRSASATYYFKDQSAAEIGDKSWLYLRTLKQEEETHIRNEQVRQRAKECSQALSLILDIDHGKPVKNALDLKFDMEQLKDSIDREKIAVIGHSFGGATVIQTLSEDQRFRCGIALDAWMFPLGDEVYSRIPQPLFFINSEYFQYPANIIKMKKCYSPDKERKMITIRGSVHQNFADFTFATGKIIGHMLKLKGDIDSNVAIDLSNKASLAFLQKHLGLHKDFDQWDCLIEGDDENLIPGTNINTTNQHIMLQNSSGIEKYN
PAD4 FP inh = inhibitors of human PAD4; recombinant PAD4, RCA probe fluorescence polarization; inhibition, % at 6.36 µM; hit rate 0.41% among 330,000; Q9UM07;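 active = percent inhibition above a cutoff equal to the mean of all tested compounds plus 3 SD, cut at about 15% in these data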;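 also: 0% = PAD4 with RCA probe and DMSO and 100% = probe without PAD4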
PAFAH1B3 inh = inhibitors of human PAFAH1B3; Q15102; recombinant PAFAH1B3, FP-rhodamine probe, fluorescence polarization; inhibition, % at 3.39 µM; hit rate 0.28% among 340,000;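 active = inhibition above the screen-wide average of all tested compounds plus 3 SD, cut at about 25% in these data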;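 also: 0% = enzyme with DMSO only and 100% = wells lacking PAFAH1B3 protein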
Target sequence (Q15102 whole entry, looked up): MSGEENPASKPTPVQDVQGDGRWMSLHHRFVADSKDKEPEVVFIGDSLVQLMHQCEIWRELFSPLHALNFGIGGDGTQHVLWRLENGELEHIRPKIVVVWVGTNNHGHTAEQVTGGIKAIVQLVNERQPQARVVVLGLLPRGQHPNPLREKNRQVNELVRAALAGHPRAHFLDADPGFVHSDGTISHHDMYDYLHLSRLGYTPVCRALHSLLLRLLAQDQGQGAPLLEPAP
GSTO1 counter = GSTO1 inhibition, counter-screen for RBBP9 inhibitors. P78417. AID 1974. hit rate 1.1% among 300,000. recombinant GSTO1, activity-based probe fluorescence polarization. inhibition, % at 5.96 µM;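 active = inhibition above the campaign mean inhibition plus 3 SD, cut at about 35% in these data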;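 also: 0% = GSTO1-1 with DMSO and 100% = wells lacking GSTO1-1 enzyme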
The depositor's hits bear a star; . = no result given.

SMILES	PREPL inhibitor	LYPLA2 inh	PME-1 inh	PAFAH1B2 FP inh	LYPLA1 inh	pPAFAH inh	PAD4 FP inh	PAFAH1B3 inh	GSTO1 counter
CCOc1ccccc1Oc1c(C)oc2c(CN3CCN(CCO)CC3)c(O)ccc2c1=O	16	-1	0	7	0	1	-2	7	12
COc1nc(NCCO)nc(Nc2ccccc2F)n1	-8	2	-5	8	0	2	3	-1	-5
COc1ccc(CC(=O)Nc2cccc(C(=O)O)c2C)cc1	-3	0	1	5	0	4	-1	8	-2
COc1ccc(-c2[nH]ncc2CN2CCN(Cc3cccs3)CC2)cc1F	21	3	-6	3	1	2	0	7	72*
COc1cccc(Nc2cc(C)nc3ccccc23)c1	16	6	-4	7	2	4	-2	4	5
Cc1ccc(OCCCCn2cnc3ccccc32)cc1	-13	-3	1	4	0	-1	-1	8	1
COc1ccc(OC)c(NC(=O)CN(c2ccc(C(C)C)cc2)S(=O)(=O)c2c(C)noc2C)c1	7	1	2	4	-3	10	5	7	8
CC1CCCN(CCOCCOc2ccc(Cl)cc2Br)C1 (configuration not stated)	23	-5	-2	-2	-4	-4	3	3	-1
COc1ccc(CCNC(=O)CSc2ccc(NC(C)=O)cc2)cc1OC	-3	-1	-1	3	2	0	2	0	4
Cc1ccc(S(=O)(=O)NCc2cccnc2)cc1C(=O)N1CCCC1	9	6	-6	3	1	3	0	6	4
N#Cc1cccnc1Nc1cccc(Cl)c1	-4	2	-2	-3	3	6	-4	12	4
O=C(Nc1nccs1)c1ccc(COc2ccccc2Br)o1	-46	-7	-5	1	-10	-2	0	0	-13
Cc1ccc(/C=N/NC(=O)Cn2ccc(C(F)(F)F)n2)o1	-3	2	3	-6	-2	0	7	7	2
CC(C)=CCC/C(C)=C/CNC(=O)C[C@H]1C[C@H](C(=O)N(C(C)C)C(C)C)[C@@]2(C)c3[nH]c4cc(-c5ccco5)ccc4c3CCN2C1=O	.	.	.	6	.	27*	4	12	.
COc1cccc([C@@H]2CC=C(C(=O)O)[C@H](c3ccccc3)N2S(=O)(=O)c2ccc(C)cc2)c1	2	1	-6	12	5	2	-2	-6	-1
COc1ccccc1NC(=O)Nc1cccc(C(=O)O)c1	-3	0	-3	2	0	3	-3	8	1
NC(=O)Cc1nc(-c2ccc([N+](=O)[O-])cc2)cs1	3	-4	-1	-2	-3	4	-1	3	4
CN(C)CCNC(=O)c1onc(CSc2nc3ccccc3[nH]2)c1C(=O)NCCN(C)C	1	1	6	2	-2	7	-4	-2	-2
CC(C)c1ccc(CN2CC(C(=O)O)CC2=O)cc1 (configuration not stated)	7	-3	4	3	-3	0	-4	-1	5
Cc1c(NS(=O)(=O)c2ccc(NC(=O)CCC(=O)O)cc2)c(=O)n(-c2ccccc2)n1C	17	9	-6	2	11	4	-6	8	0
COCCN(C(=O)CSc1nnc(C)n1Cc1ccccc1)c1c(N)n(CC(C)C)c(=O)[nH]c1=O	0	-2	0	0	-3	6	-1	11	10
COc1ccccc1CC(=O)O/N=C(\N)Cc1cccc2ccccc12	1	3	8	3	2	-1	2	-4	2
O=C(O)C1=NN(c2ccccc2)C(=O)C1	-13	6	-1	3	1	-1	-1	2	48*
COc1ccc(CCn2c(-n3nc(C)cc3C)nc3c2c(=O)[nH]c(=O)n3C)cc1	-3	5	3	3	1	-4	0	6	1
Cn1c(=NC(=O)C2=NNC(=O)CC2)sc2ccccc21	2	6	9	1	3	3	-1	8	1
Cc1ccc(C(O)P(=O)(OCCC(C)C)c2ccc(N(C)C)cc2)cc1 (configuration not stated)	-1	3	4	6	3	-4	-3	0	5
Clc1ccc(CSc2nnc(-c3cccnc3)n2Cc2ccco2)c(Cl)c1	8	-7	0	21	-6	11	-6	5	-8
CC(C)c1ccc(N(CC(=O)N2CCN(Cc3ccccc3)CC2)S(C)(=O)=O)cc1	9	-5	-1	-2	0	-4	-1	10	-1
CN(C)N1C(N)=C(C#N)C(c2ccccc2)C2=C1CCCC2=O (configuration not stated)	1	-1	-1	10	1	6	-6	3	2
COC(=O)C(NC(C)=O)(Nc1ccccc1)C(=O)OC	6	4	1	4	-2	3	-1	-9	-5
Cc1nc(NCCc2cnc[nH]2)c2oc3ccccc3c2n1	5	2	-2	2	-1	5	-1	7	2
COC(=O)c1cc(S(=O)(=O)Nc2cc(OC)cc(OC)c2)c[nH]1	-11	0	3	1	0	0	1	-5	3
CC(=O)Nc1ccc(-c2csc(Nc3ncccn3)n2)cc1	-2	5	-2	1	-1	-1	-3	2	-1
C=CCNC(=S)N(C1CCCCC1)C1CCCCC1	1	18	-3	8	0	3	-7	4	-10
O=C(NC1CCCC1)c1cc(S(=O)(=O)N2CCCC2)ccc1Cl	13	2	5	-1	2	-4	-2	-4	0
CC(NC(=O)c1cccnc1)C(c1ccccc1)N1CCN(C)CC1 (configuration not stated)	12	1	0	5	4	7	5	12	3
O=C(Nc1nccs1)c1cccnc1Cl	-1	-3	-5	3	3	5	-4	17	2
COC(=O)CCN1CCC(C(N)=O)CC1	-2	4	-6	9	2	-2	-5	6	8
N#Cc1cccc(NC(=O)CN2NS(=O)(=O)c3ccccc3C2=O)c1	2	2	5	3	-2	8	0	3	2
O=C(c1cccc(S(=O)(=O)N2CCCC2)c1)N1CCCc2ccccc21	1	5	3	8	0	4	-1	6	-1
C#CCOCCOCCOCCNc1nc(N2CCOCC2)nc(N2CCN(C(=O)[C@H](CCC(=O)O)n3cc(C(N)Cc4ccc(O)cc4)nn3)CC2)n1 (some centres not stated)	-7	-5	2	-1	0	1	-1	3	4
Cc1ccc(-n2c(C)cc(/C=C3/C(=N)N4C(c5ccccc5)=CSC4=NC3=O)c2C)cc1	11	-6	2	2	-1	1	-1	-4	5
C=C(C)CSc1[nH]c(=O)cc(C)c1C#N	-1	-1	1	.	-2	-1	-1	.	-47
CN(C(=O)Nc1ccc(C(C)(C)C)cc1)C1CCCCC1	0	0	2	-2	1	-1	2	4	8
O=C(NC1CC1)C1=C[C@H](c2ccc(Br)cc2)C[C@H](OCc2ccc(CO)cc2)O1	15	1	9	8	-2	1	-1	6	3
O=C(O)c1ccc(/C=N\Nc2ccccn2)cc1	18	0	1	3	0	3	2	-9	5
CCOC(=O)c1[nH]c(C)c(C(=O)c2cc(F)ccc2F)c1C	-3	1	-6	4	-3	11	-5	-11	8
O=C(Nc1sccc1C(=O)NCc1ccco1)c1cccnc1	-7	4	6	2	3	0	-7	-3	-1
COC(=O)C1=CNC=C(C(=O)OC)C1c1ccc(Cl)cc1	-6	-1	-4	2	1	-2	2	5	2
Cc1csc(NC(=O)C(C)Oc2ccc(Cl)cc2C)n1 (configuration not stated)	-8	-5	7	1	-5	-2	-7	7	.

(list continues)
SMILES	PREPL inhibitor	LYPLA2 inh	PME-1 inh	PAFAH1B2 FP inh	LYPLA1 inh	pPAFAH inh	PAD4 FP inh	PAFAH1B3 inh	GSTO1 counter
O=C(c1ccc(Cl)c(S(=O)(=O)N2CCOCC2)c1)N1CCOCC1	15	-4	-7	0	1	-8	-3	-11	6
O=C(NNC(=O)C1CC1c1ccccc1)Nc1cccc(Cl)c1 (configuration not stated)	-2	3	-1	5	3	-4	-2	2	-4
Cc1c2c(n3c(nc4ccccc43)c1C#N)N(CCN1CCOCC1)CC2	11	1	-2	2	0	6	1	7	8
COc1ccc(CN2CCCC(C(=O)N3CCCC3)C2)cc1 (configuration not stated)	15	5	-4	-2	1	5	-1	8	6
CCN1CCN(CC(=O)Nc2c(OC)cccc2OC)CC1	6	-5	-2	2	-4	6	-3	8	1
Cc1c(C(=O)N2CCOCC2)sc(NC(=O)C(C)C)c1C#N	19	1	4	2	4	1	0	2	-11
C#CCn1cc(/C=C2\NC(=O)NC2=O)c2ccccc21	5	6	6	4	-1	11	-2	10	4
CCOC(=O)CC(N)c1cccc([N+](=O)[O-])c1 (configuration not stated)	-6	-4	3	2	0	2	-3	9	-8
Cc1c(N=NC2=C(O)CCCC2=O)c(=O)n(-c2ccccc2)n1C	21	-3	0	4	0	2	-3	8	23
CN(C)C(=O)CCc1ccc2c3c([nH]c2c1)[C@]1(CCC2CCCC2)[C@@H](C(=O)N2CCOCC2)C[C@H](CC(=O)NCc2cccc(C(F)(F)F)c2)C(=O)N1CC3	.	.	.	4	.	17	1	7	.
COc1ccc(NC(=O)c2cc(-c3ccc4c(c3)OCO4)on2)cc1	10	2	7	0	-2	-8	-1	3	3
COc1cc(C(c2sc3nc(C)nn3c2O)N2CCc3ccccc3C2)cc(OC)c1OC (configuration not stated)	5	0	-1	0	0	0	3	-3	-2
O=C(CCc1nnc2ccc(NCc3ccco3)nn12)Nc1cc(F)ccc1F	-7	-1	-6	5	0	33*	8	7	6
CC1(C(=O)NCCc2c[nH]c3ccccc23)C=CC2(CCCCC2)N1C(=O)c1ccccc1 (configuration not stated)	10	5	1	11	3	2	-3	7	4
Cc1cc(C)c2nc(-c3ccccn3)cc(C(=O)Nn3cnnc3)c2c1	6	0	9	-2	-1	7	-2	3	1
C[C@H](CO)N1C[C@H](C)[C@@H](CN(C)Cc2ccncc2)Oc2c(NC(=O)c3ccncc3)cccc2C1=O	20	.	.	5	.	0	5	3	.

Some of the compounds tested. The share of hits here may be higher or lower than overall.
